FLuc inh: Firefly luciferase inhibition profiling of diverse chemical library using quantitative high-throughput screening; Potency, µM (series often up to 115 µM), without a hit: at the highest dose activity change, negative = inhibition, hits mostly inhibitors; 76,000 compounds, 2.5% hits; AID 1347043, 2019; Luciferin 4-monooxygenase (Photinus pyralis), P08659; purified P. pyralis luciferase, luminescence, biochemical; note: potency is the fitted concentration of half-maximal effect; nearly all actives have a fitted effect of over 65% in size
Target sequence (P08659 whole entry, looked up): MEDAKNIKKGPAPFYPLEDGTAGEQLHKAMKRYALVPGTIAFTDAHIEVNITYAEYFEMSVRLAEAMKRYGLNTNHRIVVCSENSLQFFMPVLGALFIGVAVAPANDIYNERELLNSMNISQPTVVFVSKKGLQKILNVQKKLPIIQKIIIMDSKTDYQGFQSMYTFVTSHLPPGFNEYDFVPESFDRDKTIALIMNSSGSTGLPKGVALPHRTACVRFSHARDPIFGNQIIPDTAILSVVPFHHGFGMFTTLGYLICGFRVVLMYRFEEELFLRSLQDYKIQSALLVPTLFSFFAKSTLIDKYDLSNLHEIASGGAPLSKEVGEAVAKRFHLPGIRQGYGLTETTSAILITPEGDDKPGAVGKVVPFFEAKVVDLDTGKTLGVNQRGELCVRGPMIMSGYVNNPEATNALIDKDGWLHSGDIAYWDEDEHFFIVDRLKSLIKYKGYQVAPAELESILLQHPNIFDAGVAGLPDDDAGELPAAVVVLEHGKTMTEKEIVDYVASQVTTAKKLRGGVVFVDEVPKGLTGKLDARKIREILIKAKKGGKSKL
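Cell-free enzyme assay, 10nM P. pyralis luciferase, luciferin and ATP each at 10uM. Inhibition profiled over a 6-point titration, read as luminescence.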
GPT2 inhibitor: Primary qHTS assay for inhibitors of Glutamate pyruvate transaminase 2 (GPT2) | 100,000 compounds, 0.25% hits | Recombinant GPT2, coupled pyruvate oxidase/HRP Amplex Red fluorescence | Potency, µM (series often up to 57.7 µM), for the others: at the highest dose activity change, negative = inhibition, hits mostly inhibitors; note: potency is the fitted concentration of half-maximal effect; nearly all actives have a fitted effect of over 60% in size; many of its hits are not listed in these tables
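Inhibition is scored from Amplex Red fluorescence generated when pyruvate oxidase and HRP act on pyruvate released by GPT2. Reactions contain 10ng/uL enzyme, 250uM a-KG and 2mM L-alanine and run 30 min at room temperature.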
IP6K1 inhibitor: Primary qHTS assay for small molecule inhibitors of Inositol hexaphosphate kinase 1 (IP6K1); AID 1645851, 2021; 140,000 compounds, 0.81% hits; activity change, % (series mostly up to about 58 µM); IP6K1 kinase, ADP-Glo luminescence, 2 h; stronger effect = lower value; Inositol hexakisphosphate kinase 1 (Homo sapiens), Q92551; in the data active = activity change below about -25%
Target sequence (Q92551 whole entry, looked up): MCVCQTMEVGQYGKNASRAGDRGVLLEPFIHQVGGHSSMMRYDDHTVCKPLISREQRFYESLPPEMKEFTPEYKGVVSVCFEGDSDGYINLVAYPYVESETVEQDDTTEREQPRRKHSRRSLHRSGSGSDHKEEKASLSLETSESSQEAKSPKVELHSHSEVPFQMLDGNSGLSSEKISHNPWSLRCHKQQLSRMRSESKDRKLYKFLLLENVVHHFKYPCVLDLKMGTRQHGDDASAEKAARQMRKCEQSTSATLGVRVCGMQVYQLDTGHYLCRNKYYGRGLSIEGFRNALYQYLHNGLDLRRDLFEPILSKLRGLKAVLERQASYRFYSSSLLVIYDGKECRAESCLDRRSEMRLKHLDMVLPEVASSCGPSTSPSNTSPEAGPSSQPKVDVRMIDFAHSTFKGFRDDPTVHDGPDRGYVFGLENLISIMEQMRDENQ
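ADP-Glo luminescence measures ADP made by human IP6K1 during a 2 h RT reaction with ATP/IP6 (mix at 1.3 mM/130 uM); top library doses 57.5 and 19.1 uM final.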
SNCA expr inh: Primary qHTS assay for inhibitors of alpha-synuclein gene (SNCA) expression. HEK-293 SNCA-luciferase knock-in, luminescence, 24 h. Potency, µM (highest dose often 57.2 µM), inactives show at the highest dose activity change, negative = inhibition, hits mostly inhibitors. 140,000 compounds, 0.17% hits. AID 1671194, 2021;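 note: potency is the fitted concentration of half-maximal effect; plate controls were DMSO cells for no effect and cell-free wells for full effect; nearly all actives have a fitted effect of over 45% in size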
HEK293 viab: GF-AFC viability counterscreen for inhibitors of alpha-synuclein gene (SNCA) expression; HEK-293-SNCA-luc viability, GF-AFC fluorescence, 24 h; Potency, µM (highest dose often 57.1 µM), for inactives: top-dose activity change, negative = cytotoxicity, usual class: cytotoxic; 150,000 compounds, 0.12% hits;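 note: potency is the fitted concentration of half-maximal effect; 0% = DMSO-treated cells and -100% = medium-only wells without cells; nearly all actives have a fitted effect of over 30% in size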
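Cytotoxicity counterscreen: after 24 h compound treatment of genome-edited SNCA-luciferase HEK-293 cells, live-cell protease substrate GF-AFC read by fluorescence after 30 min; activity scaled between DMSO (0%) and medium-only (-100%), curves Hill-fitted.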
NIH3T3 tox: Cytotoxic Profiling in NIH 3T3 Cell Line of Diverse Libraries Using Quantitative High-Throughput Screening. AID 1345082, 2018. Potency, µM (highest dose often 96.7 µM), for inactives: at the top dose activity change, negative = cytotoxicity, usual class: inhibitors. NIH 3T3 viability, CellTiter-Glo ATP luminescence, 48-72 h. 94,000 compounds, 4.3% hits; note: potency is the fitted concentration of half-maximal effect; nearly all actives have a fitted effect of over 55% in size
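Mouse fibroblast NIH 3T3 cells, 400 per well, received compound via pintool and were incubated for 48 or 72 hr prior to CellTiter-Glo ATP luminescence measurement.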
HEK cytotox: Cytotoxic Profiling in HEK 293 Cell Line of Diverse Libraries Using Quantitative High-Throughput Screening | AID 1345083, 2018 | 94,000 compounds, 6.6% hits | HEK 293 viability, ATP luminescence (CellTiter-Glo), 48-72 h | Potency, µM (highest dose often 115 µM), without a hit: at the top dose activity change, negative = cytotoxicity, most hits filed as inhibitors; note: potency is the fitted concentration of half-maximal effect; nearly all actives have a fitted effect of over 60% in size
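HEK 293 seeded at 250 cells/well receive compound via pintool. After 48 or 72 hr at 37 degree Celsius, 5% CO2 and 95% humidity, CellTiter-Glo is dispensed and luminescence read following 10 min at room temperature.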
* marks the source's active call; other numbers are inactive results; i = inactive; u = inconclusive; x = not tested or not shown; [ ] = remark or other dose. Unless noted, calls come from the whole dose curve; as a rule, active = well fitted curve in the direction sought with a large enough effect; inconclusive = small, poorly fitted or top-dose-only effect, or another doubt; inactive = no such curve, though single readings can be large; an effect the other way counts as inactive or inconclusive. Unless noted, % is set by controls: 0 for no effect and ±100 for the full control effect. These rows are one share of the data; the hit share may differ from the screen's.

Results follow in this order: FLuc inh	GPT2 inhibitor	IP6K1 inhibitor	SNCA expr inh	HEK293 viab	NIH3T3 tox	HEK cytotox
- O=C(c1ccc2c(c1)N(Cc1ccccc1F)C(=O)c1ccccc1S2(=O)=O)N1CCN(c2ccccn2)CC1
  x	x	11.7	u	1.6%	x	x
- O=c1cc(N2CCOCC2)oc2c(-c3ccccc3O)nccc12
  2.9%[172 µM]	-1.0%[88.5 µM]	-21.7	-15.3%[87.6 µM]	-9.2%[87.6 µM]	u	-22.5%[172 µM]
- Clc1cccc(-n2ncc3c(NCCCc4ccccc4)ncnc32)c1
  x	x	-7.7	81.7%[activator]	5.2%	x	x
- Cc1ccc(-c2cn3c(n2)sc2cc(C(=O)NC4CCCCCC4)ccc23)c(C)c1
  x	x	19.0	47.4%[activator]	-3.9%	x	x
- CCN(CC)CCNC(=O)c1ccc2nc(CCc3ccccc3)oc2c1
  x	x	6.4	71.3%[activator]	4.9%	x	x
- COc1ccc(CC(=O)N2C[C@@H](CO)[C@H](c3ccncc3)C2)cc1
  -1.4%	i	9.5	5.4%	3.1%	-17.0%	-4.4%
- CN1CC2(CCN(Cc3ccc(-c4ccc(Cl)cc4)o3)C2)OC1=O (stereo not given)
  -6.2%	-0.3%	6.8	-6.5%	0.3%	u	u
- Cn1cnc(S(=O)(=O)N2CCC(C(=O)N3CCN(c4ccc(Cl)cc4)CC3)CC2)c1
  x	x	-11.6	28.6%	-6.6%	x	x
- CCCN(CC1CCOC1)S(=O)(=O)Cc1ccccc1Cl (stereo not given)
  -3.6%	i	-1.4	-1.5%	-1.6%	-6.3%	-8.1%
- C[S+](=O)([O-])N1CC2(Cc3ccccc31)CN([S+](=O)([O-])c1cccs1)C2
  9.6%	i	-11.5	u	7.0%	u	u
- CCOc1ccccc1C1NC(=O)N(CC(=O)Nc2c(C)cccc2Cl)C2=C1C(=O)OC2 (stereo not given)
  1.0%	i	-9.5	-5.8%	-1.2%	-3.3%	-1.8%
- CCOC(=O)c1cc(S(=O)(=O)N2CCN(c3ccc(F)cc3)CC2)[nH]n1
  x	x	-0.5	5.7%	6.6%	x	x
- C#CCN(CC=C)Cc1cnc(S(=O)(=O)CC)n1CCCc1ccccc1
  -4.7%	2.1%	-2.3	17.8%	-4.1%	-27.3%	u
- COc1cc(-c2nc3ncccn3c2Nc2ccc(C)cc2C)ccc1O
  x	x	5.9	26.2%	-26.5%	x	x
- COc1ccc(Cc2nc3c4cnn(-c5ccccc5F)c4ncn3n2)cc1
  x	x	-18.6	113.5%[activator]	8.3%	x	x
- COc1cccc(OCc2nc(C(=O)N(C)Cc3cnc4ccccn34)co2)c1
  -9.4%	-0.9%	3.5	-5.8%	0.3%	u	u
- CCN1CCN(c2oc(/C=C/c3cc(OC)c(OC)c(OC)c3)nc2C#N)CC1
  x	x	-2.6	-0.7%	1.2%	x	x
- Cc1nn(-c2ccccc2)c(=O)n1CC(=O)NCC1OCCc2ccccc21 (stereo not given)
  2.3%	-0.3%[11.5 µM]	22.9	-13.3%	7.5%	-1.2%	-2.5%
- CC(C)c1ccc2occ(CC(=O)Nc3cccc(C(F)(F)F)c3)c2c1
  x	x	-12.6	-15.6%	u	x	x
- CC(C)(C)C(=O)N1CCC2(CC1)C(=O)NCN2Cc1ccc(Cl)cc1
  -2.7%	-9.5%	20.9	5.1%	-1.9%	-6.8%	-3.1%

New compounds follow.
Results follow in this order: FLuc inh	GPT2 inhibitor	IP6K1 inhibitor	SNCA expr inh	HEK293 viab	NIH3T3 tox	HEK cytotox
- C/C=C(/C)C(=O)O[C@H]1[C@H](OC(=O)/C(C)=C\C)[C@@]23C(CC1(C)C)[C@]1(CCC4[C@@]5(C)CC[C@H](O[C@@H]6O[C@H](C(=O)O)[C@@H](O)[C@H](O[C@@H]7O[C@H](CO)[C@H](O)[C@H](O)[C@H]7O[C@@H]7O[C@@H](C)[C@H](O)[C@@H](O)[C@H]7O[C@@H]7OC[C@@H](O)[C@H](O)[C@H]7O)[C@H]6O[C@@H]6O[C@H](CO)[C@H](O)[C@H](O)[C@H]6O)C(C)(C)C5CC[C@@]4(C)[C@]1(C)C[C@H]2O)O[C@H]3O (stereo not given in full)
  x	i[11.5 µM]	14.7	x	3.57µM*	x	x
- O=c1c2cc(-c3ccccc3)nn2ccn1CC(O)c1ccccc1 (stereo not given)
  -5.1%	i	3.2	41.8%[activator]	1.1%	i	6.5%
- COc1ccc(OCC(=O)N2CCN(C(=O)c3cc(OC)c(OC)c(OC)c3)CC2)cc1
  x	x	37.5	9.0%	0.8%	x	x
- O=C1Cc2cc(S(=O)(=O)N3CCN(c4ccccc4)CC3)ccc2N1
  x	x	-3.5	-19.3%	15.3%	x	x
- CN1CCN(C(CNC(=O)C(=O)Nc2ccc(F)cc2)c2cccnc2)CC1 (stereo not given)
  x	x	46.9	102.1%[activator]	12.0%	x	x
- O=C(c1ccc2[nH]ccc2c1)N1CCCC(n2cc(-c3nc(C4CC4)no3)nn2)C1 (stereo not given)
  4.5%	i	0.0	-15.2%	2.7%	u	u
- Cc1ccc2c(c1)N(CC(=O)N1[C@@H]3CC[C@H]1CNC(=O)C3)C(=O)CO2
  -2.5%	i	-8.6	-29.0%	13.2%	3.3%	-5.8%
- Cc1cc(C)cc(NC(=O)NCc2c(-n3cccc3)sc3c2CCCC3)c1
  x	x	24.3	-9.0%	7.0%	x	x
- Cc1ccc(OC2(C(=O)NCC3COc4ccccc4O3)CCNCC2)cc1 (stereo not given)
  -6.6%	i	13.0	-19.5%	-11.9%	31.6µM*	35.5µM*
- O=C1NCc2ccccc2CC12CCN(Cc1cccc3ccccc13)C2 (stereo not given)
  x	i	-14.3	-5.7%	-17.9%	u	u
- CCOc1ccc(CNC(=O)Cc2ccc(NC(=O)N3CCCCc4ccccc43)cc2)cc1OC
  x	x	15.2	-0.7%	4.7%	x	x
- N#Cc1nc(/C=C/c2ccc(F)cc2)oc1NC1CCCCC1
  x	x	-3.8	17.4%	-2.1%	x	x
- COCCN1C(=O)CO[C@H]2CN(Cc3cnc4ccccc4c3)C[C@H]21
  -5.3%[172 µM]	1.8%[88.5 µM]	-3.1	7.9%[87.6 µM]	-1.3%[87.6 µM]	-24.8%[174 µM]	-20.5%[172 µM]
- CN(C)[C@@H]1CN(C(=O)c2ccccc2OC(F)(F)F)C[C@H]1CO
  -12.2%	u	-2.8	0.6%	3.3%	-12.2%	-18.1%
- Cc1ccc(C(=O)N2C[C@@H](COCC(N)=O)[C@H](c3ccncc3)C2)cc1
  -0.7%	i	7.3	4.4%	-8.1%	-3.2%	1.1%
- CC(=O)N(C[C@H]1O[C@@H](CC(=O)NC(C)C)[C@H](O)[C@@H]1O)C[C@H]1O[C@@H](CC(=O)NC(C)C)[C@H](O)[C@@H]1O
  4.3%	4.9%	-0.6	3.4%	5.7%	1.5%	i
- COc1ccc(NC(=O)N2C[C@@H]3C[C@H](C2)c2c(NC(=O)Nc4ccccc4)ccc(=O)n2C3)cc1
  u	i	8.2	17.3%	-15.6%	-16.9%	-16.0%
- O=C(N1CCC(c2nc(-c3ccccc3)no2)C1)C1(c2ccccc2)CC1 (stereo not given)
  6.8%	0.5%	-6.7	-14.0%	-9.0%	u	u
- COC(=O)c1c(NC(=O)c2ccc(OC)cc2)c2cc(NC(C)CCn3cccn3)cnc2n1C (stereo not given)
  -0.4%	-2.2%	3.2	-25.9%	-0.8%	3.4%	6.4%
- CCCNC(=O)CC(c1ccc(OC)c(OC)c1)c1c[nH]c2c(CC)cccc12 (stereo not given)
  -3.2%	i	-10.2	-9.0%	-1.9%	-12.0%	u

Gathered by group: those above with a furan ring, fused or not (2)
Results follow in this order: FLuc inh	GPT2 inhibitor	IP6K1 inhibitor	SNCA expr inh	HEK293 viab	NIH3T3 tox	HEK cytotox
- CN1CC2(CCN(Cc3ccc(-c4ccc(Cl)cc4)o3)C2)OC1=O (stereo not given)
  -6.2%	-0.3%	6.8	-6.5%	0.3%	u	u
- CC(C)c1ccc2occ(CC(=O)Nc3cccc(C(F)(F)F)c3)c2c1
  x	x	-12.6	-15.6%	u	x	x

Continued.
Results follow in this order: FLuc inh	GPT2 inhibitor	IP6K1 inhibitor	SNCA expr inh	HEK293 viab	NIH3T3 tox	HEK cytotox
- O=C1CCN(S(=O)(=O)c2ccccc2)CCCC(C(=O)NCCc2ccncc2)CCN1 (stereo not given)
  3.9%	i	-5.8	38.1%[activator]	2.4%	i	i
- COc1ccc(C)cc1N(CC(=O)N1CCC(C)CC1)S(=O)(=O)c1ccc(C)cc1
  x	x	20.2	-16.3%	u	x	x
- COc1ccc(Br)c2c1-c1nc(NC(=O)c3ccccc3F)sc1C2
  x	x	7.4	-20.9%	5.1%	x	x
- Cc1sc2c(c1C)C(c1ccc(Cl)cc1)=N[C@@H](CC(=O)Nc1ccc(OCCOCCOCCOCCNc3cccc4c3C(=O)N(C3CCC(=O)NC3=O)C4=O)cc1)c1nnc(C)n1-2 (stereo not given in full)
  x	i	-2.5	x	9.9%[23.9 µM]	x	x
- CC(O)c1cc2n(n1)CCN(Cc1ccc(CN(C)S(C)(=O)=O)o1)C2 (stereo not given)
  4.6%	2.8%	6.8	30.2%[activator]	6.1%	-0.9%	0.9%
- Cc1ccsc1C(=O)N1CCC2(CC1)NC(=O)N(c1cccc(F)c1)N2
  10.7%	-29.8%	3.7	-18.1%	-6.6%	u	u
- Cn1nc(C(C)(C)C)cc1C(=O)N[C@@H](Cc1cccc(Cl)c1)C(=O)NCC#N
  x	u	8.5	x	-13.1%	x	x
- COCCn1c(SCC(=O)c2ccc(OC)cc2)nc2cc(C(=O)NC3CCCC3)ccc2c1=O
  x	x	11.5	4.8%	-11.4%	x	x
- CC(C)CCNC(=O)C1CCCN(C2CCN(CCc3ccccc3)CC2)C1 (stereo not given)
  4.2%	i	6.5	-18.1%	-0.3%	-26.6%	-33.1%
- O=C(NC1CCC(O)CC1)c1ccc2c(c1)OCCN(c1ccccc1)C2 (stereo not given)
  -19.2%[172 µM]	3.1%[88.5 µM]	-0.1	-10.4%[87.6 µM]	-9.6%[87.6 µM]	u	u
- Cc1cc(C(=O)N2CCC(Cc3nc(-c4cccnc4)n[nH]3)C2)nn1C (stereo not given)
  14.8%	3.2%	-1.2	-21.0%	9.8%	-0.5%	2.6%

Compound activity as filed in PubChem BioAssay.
